KCNH2 WT inh: KCNH2 (human, wildtype) channel inhibition; Q12809; U2OS, BacMam KCNH2, thallium flux FluxOr; active compounds read low; activity change, % at 1.84 µM; 0.37% of 340,000 active; AID 720551;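 active = maximum activity change below -70%; inconclusive = maximum activity change between -70% and -50%; inactive = maximum activity change above -50%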
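U2OS cells transduced with wild-type KCNH2 virus are loaded with FluxOr dye for 45 min, and thallium flux is measured in kinetic reads before and after stimulation buffer. Rate constants are normalized to DMSO controls.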
BCR signal inh: blocks chronic active B-cell receptor signaling; ABC-DLBCL IkBa-CBG/CBR reporter, luminescence ratio, 4 h; Potency, µM (doses to about 46.1 µM), for the others: at the top dose ratio change, negative = lower green/red ratio, hits mostly inhibitors; 0.05% of 340,000 active; active = well fitted inhibition curve with a large enough effect in the signal ratio, with a control signal flat, not every such curve was filed as active; inconclusive = small, poorly fitted or top-dose-only effect, or effect the other way, or a change in a side signal; the % refers to the signal ratio;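 also: potency is read from the fitted curve at half-maximal effect; plate controls were basal doxycycline-induced cells for no effect and cells given 10 µM MG132 for full effect; MG132 reads +100%, hits lower the ratio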
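Compounds up to 46 uM were incubated four hours with TMD8 cells whose green CBG68 luciferase is fused to IkappaBalpha; red CBR luminescence normalised the signal, and concentration-effect curves were fitted to fusion, red and ratio data.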
B2AR arrestin: recruits beta-arrestin to the human beta2-adrenergic receptor; beta-arrestin recruitment to beta2AR, cell-based reporter; Potency, µM (top dose mostly 46.1 µM), for the others: at the top dose activation, hits mostly activators; 0.02% of 330,000 active;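 also: potency is read from the fitted curve at half-maximal effect; 0% = DMSO controls and full agonism = EC100 isoproterenol or metaproterenol; nearly all actives have a fitted effect of over 65% in size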
uPA surface inh: cell surface uPA generation inhibition; cell surface uPA generation assay, qHTS; 0.31% of 330,000 active; Potency, µM (titrated, usually from 38.3 µM), without a hit: at the highest dose activity change, negative = inhibition, hits mostly inhibitors; active = well fitted inhibition curve with a large enough effect; inconclusive = small, poorly fitted or top-dose-only effect; inactive = no such curve, though single readings can be large or run the other way; tested in mouse RAW 264.7 cells; also: potency is read from the fitted curve at half-maximal effect; nearly all actives have a fitted effect of over 55% in size
Eya2 phos inh: Eya2 (human) phosphatase inhibition; recombinant Eya2, OMFP fluorescence dephosphorylation (OMFP is methylfluorescein phosphate); Potency, µM (series often up to 76.9 µM), without a hit: at the highest dose activity, negative = inhibition, actives largely listed as inhibitors; 0.006% of 330,000 active; AID 488837; also: potency is read from the fitted curve at half-maximal effect
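Eya2 (0.2 uM) preincubated 10 min at ambient with compound, then OMFP substrate added at 50 uM; 10 min reaction in 50 mM HEPES pH 7.5, 50 mM NaCl, 5 uM MgCl2, 0.05% BSA, 1 mM DTT. Fluorescence read at Ex 485/Em 525 nm.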
KCNH2 3.1 inh: inhibitors of human KCNH2 3.1 potassium channel isoform | U2OS KCNH2 3.1, thallium flux FluxOr; active compounds read low | activity change, % (tested at about 1.8 µM) | 0.95% of 340,000 active | AID 720553;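 active = maximum activity change below -70%; inconclusive = maximum activity change from -70% to -50%; inactive = maximum activity change above -50%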;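 also: thallium influx rate constant from kinetic fluorescence after stimulation buffer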
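Virally transduced U2OS (3.1 isoform, 4 h infection in dark at RT) → overnight 37 C → FluxOr + Red40 in HBSS/HEPES, 45 min → stimulation buffer, 2 min kinetic read → rate constant vs DMSO controls.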
USP2a inh: USP2a (human) protease inhibition | AID 463254 | 0.01% of 330,000 active | Potency, µM (top dose mostly 38.3 µM), inactives show at the highest dose activity change, negative = inhibition, hits mostly inhibitors | USP2 core, Ub-CHOP2 coupled fluorogenic reporter, 485/531;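 also: potency is read from the fitted curve at half-maximal effect; plate controls were DMSO wells for no effect and full inhibition by NEM control for full effect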
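Cell-free coupled assay: 10nM USP2 core preincubated 30min RT with compound in Tris-HCl pH 8.0/CaCl2/CHAPS buffer, then 25nM Ub-CHOP2 and 25nM reporter substrate; fluorescence (Ex 485/Em 531) read after 60min RT, normalized to NEM inhibition, concentration-response curves fitted.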
Giardia killer: kills Giardia lamblia; 0.15% of 340,000 active; Giardia lamblia trophozoite viability; activity change, % at 7.66 µM, hits read low; in the data active = activity change below about -80%; inconclusive = between about -30% and that limit;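 also: parasites exposed to compound for two days anaerobically before the ATP read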
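Giardia lamblia trophozoites (100 cells/well) were incubated with compounds for 48 h at 37 deg C under anaerobic conditions. Viability was read as ATP content by one-step luminescence after 15-30 min at room temperature.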
Coupling enz: inhibits coupling enzyme system, counter-screen for aldolase hits. coupling enzyme system counterscreen, AmpLite Red fluorescence. activity change, negative = inhibition, % at 58.2 µM, hits read low. 0.67% of 290,000 active; in the data active = activity change below about -30%
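Counterscreen lacking aldolase: glyceraldehyde-3-phosphate coupling-enzyme reagent preincubated 10 min at RT with compound (at 57.5 uM final), then substrate/coupling system with AmpLite Red added; fluorescence read at 525/598 nm after 20 min RT.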
GALK inh: blocks human galactokinase activity | Purified GALK, Kinase-Glo residual ATP luminescence | 0.007% of 270,000 active | Potency, µM (series often up to 57.5 µM), without a hit: at the top dose activity change, negative = inhibition, most hits filed as inhibitors | AID 1868; also: potency is read from the fitted curve at half-maximal effect
Target sequence (P51570 whole entry, looked up): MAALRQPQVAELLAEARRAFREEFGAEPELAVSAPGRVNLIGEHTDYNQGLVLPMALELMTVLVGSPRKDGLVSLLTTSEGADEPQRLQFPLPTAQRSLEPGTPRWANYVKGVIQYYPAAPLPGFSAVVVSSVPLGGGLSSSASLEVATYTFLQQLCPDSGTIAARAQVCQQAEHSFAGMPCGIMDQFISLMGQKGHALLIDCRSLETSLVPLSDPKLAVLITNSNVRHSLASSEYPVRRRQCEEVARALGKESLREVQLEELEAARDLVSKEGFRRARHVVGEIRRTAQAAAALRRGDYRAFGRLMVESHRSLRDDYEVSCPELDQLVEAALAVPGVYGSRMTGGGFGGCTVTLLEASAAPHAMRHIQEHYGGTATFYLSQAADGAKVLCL
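Galactose (100 uM) and ATP (35 uM) were turned over by 5 nM GALK for 1 h at RT. Kinase-Glo Plus then converted the remaining ATP into a luminescent signal.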
PKM2 act: increases activity of human pyruvate kinase M2. AID 1631. 0.34% of 260,000 active. Potency, µM (series often up to 57.5 µM), inactives show at the highest dose activation, most hits filed as activators. P14618. purified PKM2, Kinase-Glo ATP luminescence, activation; response scale: 0% is enzyme alone, no compound; also: potency is read from the fitted curve at half-maximal effect; nearly all actives have a fitted effect of over 55% in size
Target sequence (P14618 whole entry, looked up): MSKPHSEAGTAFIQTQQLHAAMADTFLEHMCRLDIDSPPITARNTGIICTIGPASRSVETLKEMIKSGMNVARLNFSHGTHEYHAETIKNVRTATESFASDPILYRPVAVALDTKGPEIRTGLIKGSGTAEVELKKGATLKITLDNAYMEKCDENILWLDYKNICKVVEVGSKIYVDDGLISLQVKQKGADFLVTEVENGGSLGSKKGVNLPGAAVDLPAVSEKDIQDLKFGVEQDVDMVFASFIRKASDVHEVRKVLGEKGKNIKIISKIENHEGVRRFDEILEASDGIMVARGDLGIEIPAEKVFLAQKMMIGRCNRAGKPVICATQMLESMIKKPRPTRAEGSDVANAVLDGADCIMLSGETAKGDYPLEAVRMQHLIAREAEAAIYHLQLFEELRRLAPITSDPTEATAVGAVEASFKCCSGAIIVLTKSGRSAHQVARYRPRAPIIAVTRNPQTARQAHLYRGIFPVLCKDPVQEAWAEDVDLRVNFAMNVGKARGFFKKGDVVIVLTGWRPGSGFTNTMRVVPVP
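Kinase-Glo luminescence reports ATP generated from ADP (0.1 mM) and PEP (0.5 mM) by purified hPK-M2 after 1 h at room temperature, pH 7.2 imidazole buffer; intermediate enzyme activity allows detecting inhibitors and activators.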
* hit, by the source's call; u = inconclusive; x = not tested or not shown; & = joins results of further samples; [ ] = dose if it differs, or a comment. Unless noted, calls follow the shape of the dose curve; as a rule, active = well fitted curve in the direction sought with a large enough effect; inconclusive = small, poorly fitted or top-dose-only effect, or another doubt; inactive = no such curve, though single readings can be large; an effect the other way counts as inactive or inconclusive. Unless noted, % is scaled to controls: 0 for no effect and ±100 for the full control effect.

SMILES	KCNH2 WT inh	BCR signal inh	B2AR arrestin	uPA surface inh	Eya2 phos inh	KCNH2 3.1 inh	USP2a inh	Giardia killer	Coupling enz	GALK inh	PKM2 act
O=C(NCc1ccccc1)/C(=C/c1ccc(OC(F)F)cc1)c1ccccc1	-1	20%	0.0%	6%	-9%	-14	-8%	10	1	0%	-19%
CC(=O)OCc1ccccc1Sc1ccccc1C(=O)NCc1ccccc1	3	-10%	0.4%	1%	12%	-2	-7%	-19	-16	0%	-12%
CS(=O)(=O)N1CCCC(C(=O)NCCCN2CCOCC2)C1 (stereo unspecified)	5	-1%	0.0%	-5%	22%	4	-7%	-6	0	-1%	-1%
Cc1csc(N/N=C/c2ccccc2F)n1	3	-4%	-0.1%	2%	-2%	0	-3%	-24	-1	4%	-2%
Cc1nc(=O)c(-c2ccccc2)c(C)n1CC1CCCO1 (stereo unspecified)	-7	-1%	-0.2%	4%	12%	-7	0%	8	-3	0%	0%
O=c1[nH]c(-c2ccccn2)nc2sc(-c3ccccc3)cc12	-4	u	3.1%	-11%	3%	19	-1%	-3	-2	5%	-2%
CCn1cc(C(=O)NCc2ccccn2)c(=O)c2cc(S(=O)(=O)N3CCCCC3)ccc21	x	1%	2.5%	x	12%	x	-1%	x	-1	2%	-2%
CC(=O)N1CCC2(CC1)C(C#N)=C(N)Oc1c2sc2nc(C)cc(C)c12	-10	0%	-0.6%	-5%	4%	-7	-6%	5	0	-2%	8%
COc1ccccc1CNC(=O)C(=O)NCC1OCCCN1S(=O)(=O)c1cccs1 (stereo unspecified)	-1	-8%	0.1%	3%	5%	7	-1%	0	2	4%	1%
CSc1cccc(NC(=O)c2ccc(NC3=NC4CS(=O)(=O)CC4S3)cc2)c1 (stereo unspecified)	-10	-6%	-0.4%	0%	-1%	-24	0%	-12	0	x	1%
O=C(c1ccco1)N1CCN(S(=O)(=O)N2CCOCC2)CC1	-18	4%	-0.2%	5%	9%	u	-3%	1	1	2%	4%
COc1cc(CNc2ccc(N3CCN(C(C)=O)CC3)cc2)ccc1OCc1ccccc1	6	u	0.5%	0%	-14%	-8	6%	17	-4	0%	1%
N#CC(c1ccccn1)(c1ncc(C(F)(F)F)cc1Cl)N1CCOCC1 (stereo unspecified)	-34	-2%	-0.1%	22%	4%	8	-1%	-8	2	-1%	4%
CCOC(=O)CC(=O)CSc1nc2ccccc2c(=O)n1-c1ccc(C(=O)NCCOC)cc1	-4	-4%&8%	-1.4%	x	10%	16	1%	-3	-1	0%	2%
COC(=O)CNC(=O)COC(=O)C(Cc1ccccc1)NC(=O)c1ccco1 (stereo unspecified)	9	-1%	-0.3%	1%	-3%[15.4 µM]	-6	-9%	-8	1	0%	18%
COc1ccc(CCNC(=O)c2cc3ccccc3oc2=O)cc1	-8	6%	0.2%	-2%	-9%	-5	0%	0	-1	4%	-8%
COc1cc(C#Cc2c(-c3cncn3C)n(C)c3ccc(-c4ccc(OC)nc4)cc23)cc(OC)c1	2	u	-0.7%	8%	-6%	0	0%	-20	x	x	x
COc1cccc(NC(=O)CNCc2ccccc2)c1	0	0%	-0.2%	1%	0%	8	0%	2	2	-3%	8%
COc1ccc(C2N(c3ccccc3)C(=S)N3CCCN23)cc1 (stereo unspecified)	7	4%	-0.2%	-2%	-5%	2	-1%	9	6	0%	3%
O=C(/C=C/c1ccccc1)N1CCN(CC(O)COc2ccccc2)CC1 (stereo unspecified)	2	-2%	-0.3%	-2%	18%	u	-2%	-22	1	-2%	-19%
COc1cc(C(=O)NCC(=O)N/N=C(C)\C=C\c2ccccc2)cc(OC)c1OC	8	-6%	0.3%	-6%	6%	4	2%	-15	3	-1%	3%
COc1cccc(/C=c2/s/c(=C(\C#N)C(=O)N3CCOCC3)n(-c3ccccc3)c2=O)c1	-1	2%	3.3%	1%	-22%	-2	-2%	-2	x	-4%	0%
CCN1CCN(C(c2cc3cc4c(cc3[nH]c2=O)OCO4)c2nnnn2C(C)(C)CC)CC1 (stereo unspecified)	23	0%	-0.5%	x	0%	17	-2%	-5	-5	-1%	-3%
CC1(C)CC(=O)C(C=NCCCN2CCOCC2)=C(O)C1	-10	4%	-0.4%	-1%	20%	-16	-2%	-13	2	2%	-4%
CN1CCN(S(=O)(=O)c2ccc(Oc3ccc(F)c(Cl)c3)nc2)CC1	1	-5%	0.1%	0%	-1%	-4	0%	-13	3	9%	-1%
c1ccc(-n2ncc3c2ncn2c(C4CCCCC4)nnc32)cc1	x	u	-0.1%	x	-3%	x	1%	x	2	-1%	0%
CCCCN(CCCC)C(=O)C1(P(=O)(c2ccccc2)c2ccccc2)CCC1	1	u	0.3%	2%	-3%	6	2%	2	1	3%	-4%
O=C1Nc2ccccc2C(O)(C(=O)NCc2ccc3c(c2)OCO3)N1c1ccccc1 (stereo unspecified)	12	1%	-0.2%	0%	-16%	1	1%	-4	6	2%	-5%
O=C(CCC(=O)c1ccccc1)NC1CCCN(Cc2ccccc2F)C1 (stereo unspecified)	7	-1%	-0.4%	-5%	-12%	-7	-1%	-1	0	5%	-3%[11.5 µM]
COc1ccc(CC(C#N)(CO)c2nc3ccccc3[nH]2)cc1 (stereo unspecified)	9	u	-0.1%	-8%	1%	13	0%	1	1	1%	-5%

Not a retest: two of the compounds above.
SMILES	KCNH2 WT inh	BCR signal inh	B2AR arrestin	uPA surface inh	Eya2 phos inh	KCNH2 3.1 inh	USP2a inh	Giardia killer	Coupling enz	GALK inh	PKM2 act
O=C(CCC(=O)c1ccccc1)NC1CCCN(Cc2ccccc2F)C1 (stereo unspecified)	7	-1%	-0.4%	-5%	-12%	-7	-1%	-1	0	5%	-3%[11.5 µM]
COc1ccc(CC(C#N)(CO)c2nc3ccccc3[nH]2)cc1 (stereo unspecified)	9	u	-0.1%	-8%	1%	13	0%	1	1	1%	-5%

(list continues)
SMILES	KCNH2 WT inh	BCR signal inh	B2AR arrestin	uPA surface inh	Eya2 phos inh	KCNH2 3.1 inh	USP2a inh	Giardia killer	Coupling enz	GALK inh	PKM2 act
Cc1ccc(C(=O)NCCc2nnc(SCC(=O)Nc3nc(-c4ccccc4)cs3)n2C)cc1	24	16%	0.5%	x	-10%	-3	-2%	1	3	1%	-1%
CC1(C)CC(=O)c2c(O)cc(OCC(=O)N3CCN(c4ccccc4)CC3)cc2O1	1	-1%	-0.7%	-7%	-5%	-1	0%	5	2	x	-10%
COc1ccc(NC(=O)CCCC2CCCCC2)cc1S(=O)(=O)N1CCCCC1	5	-3%	-0.3%	4%	-5%	8	1%	-11	-3	3%	0%
Cc1cnc(NC(=O)COc2ccccc2)s1	-3	u	-1.0%	-5%	-5%	7	-1%	15	0	11%	-4%
COc1ccccc1CNc1nc(C)c(C(=O)N(C)C)s1	-1	3%	0.1%	-2%	-15%	-7	1%	-7	0	0%	0%
CCCC(C)C(=O)OCC(=O)NCc1ccc(OC)c(OC)c1 (stereo unspecified)	-5	0%	-0.4%	0%	-25%	0	7%	-12	3	0%	1%
Cn1c(NC(=O)c2cccs2)cc(=O)n(C)c1=O	47	-4%	-0.1%	4%	13%	6	-2%	24	2	3%	2%
O=C(C[n+]1cc(-c2ccc(F)cc2)n2c1CCC2)c1cccs1	-10	u	-0.6%	0%	u	2	8%	-11	3	-1%	-2%
COc1cc(C(=O)NC2=NCCS2)cc(OC)c1OC	-3	2%	0.0%	-8%	-24%	-5	2%	5	-1	1%	-6%
Cc1ccc2nc(C(C)O)[nH]c2c1 (stereo unspecified)	22	-1%	-0.5%	-2%	11%	18	2%	11	x	1%	0%
O=C(Nc1ccccc1)OCCNC(=O)c1ccccc1	-13	-1%	0.1%	6%	16%	37	0%	-21	0	2%	-14%
CN(C)CCN(Cc1cc2cc3c(cc2[nH]c1=O)OCCO3)C(=S)NCC1CCCO1 (stereo unspecified)	-2	-20%	-0.3%	-3%	7%	9	2%	55[activator]	-2	-1%	1%
COc1ccc(CN2CCNC(=O)C2CC(=O)NCCSc2nccn2C)c(OC)c1 (stereo unspecified)	26	-9%	0.1%	2%	-12%	2	1%	12	0	6%	-1%
O=C(Nc1cccc(F)c1)Nc1c[nH]c(=O)[nH]c1=O	-1	-1%	-0.3%	3%	3%	-6	1%	3	-1	1%	x
COc1cccc(OCC(O)CN2CCN(CCO)CC2)c1 (stereo unspecified)	6	u	-0.2%	9%	-2%	9	4%	12	2	2%	2%
CCCC(=O)N1CC(=O)Nc2ccc(C)cc2C1c1ccc(F)cc1 (stereo unspecified)	-16	25%	0.2%	1%	-6%	13	2%	1	1	x	-4%
Cc1cccc(NC(=O)CN(C)S(=O)(=O)c2cccs2)c1	3	u	0.1%	2%	-33%	0	4%	1	-1	-3%	5%
CCCOc1ccc(Oc2nc(-c3ccncc3)nc3ccccc23)cc1	-5	-6%	-0.8%	-3%	-21%	13	2%	-11	1	0%	-4%
CO/C([O-])=N/c1c[n+](-c2ccc(C)cc2)no1	-1	3%	0.2%	1%	4%	10	-1%	-1	0	2%	4%

Rows are unselected, and some 2.4% of all compounds hit somewhere here.
